Source: PubChem
Pol beta inh: blocks human DNA polymerase beta activity. Pol beta primer extension/strand displacement, fluorescence kinetic. P06746. 340,000 tested, 1.3% active. Potency, µM (series often up to 114 µM), for inactives: top-dose activity change, negative = inhibition, usual class: inhibitors; note: potency is the fitted concentration of half-maximal effect; % is set by controls: 0 for no effect and ±100 for the full control effect
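Reaction started by 50 nM substrate onto compound-treated Pol beta (10 nM, 15 min preincubation, room temperature); plates read at 0 min and 10 min. Normalized concentration-effect data fitted by four-parameter Hill equation.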
RXFP1 antagonist: blocks the human relaxin receptor RXFP1; AID 1259400; activity change, negative = inhibition, % at 57.5 µM; 350,000 tested, 0.59% active; HEK293-RXFP1, relaxin-stimulated cAMP HTRF, 30 min; hits give low values;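 active = activity change of -60% or lower, but not beyond a set lower limit; inconclusive = change between -60% and -40%, or beyond the set limit; inactive = change above -40%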; note: % is set by controls: 0 for no effect and ±100 for the full control effect
Pol kappa inh: DNA polymerase kappa (human) inhibition; Potency, µM (series often up to 107 µM), for the others: at the highest dose activity, negative = inhibition, usual class: inhibitors; purified Pol kappa, fluorescent DNA synthesis assay, 10 min; AID 588579; 400,000 tested, 0.53% active; note: potency is the fitted concentration of half-maximal effect; % is set by controls: 0 for no effect and ±100 for the full control effect
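Fluorescent qHTS in 1536-well format: enzyme (10 nM) and compound sat 15 min at room temperature before 50 nM substrate (final) was added. Signal taken at 0 and 10 min; no-enzyme buffer wells were negative controls.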
Anesthetic bind: candidate novel general anesthetic via apoferritin binding; P02791; apoferritin/1-aminoanthracene competitive binding, fluorescence; Potency, µM (titrated, usually from 77.5 µM), for inactives: at the highest dose activity change, negative = displacement, most hits filed as inhibitors; 350,000 tested, 0.074% active; AID 485281; note: potency is the fitted concentration of half-maximal effect; % is set by controls: 0 for no effect and ±100 for the full control effect; nearly all actives have a fitted effect of over 20% in size
Target sequence (P02791 2-175 limits assumed): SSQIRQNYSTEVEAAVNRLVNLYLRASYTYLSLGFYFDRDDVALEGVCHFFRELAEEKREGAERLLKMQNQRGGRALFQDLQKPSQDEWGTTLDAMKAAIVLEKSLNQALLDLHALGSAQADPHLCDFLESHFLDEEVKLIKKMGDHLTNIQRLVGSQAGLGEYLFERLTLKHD
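Horse-spleen apoferritin (10 uM) was mixed with 50% saturated 1-aminoanthracene in PBS, exposed to compounds for 10 min at room temperature, and read for fluorescence (ex 380 nm, em 535 nm). Competitive displacement was fitted with a four-parameter Hill equation.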
APEX1 inh: blocks human APE1 abasic DNA cleavage. P27695. recombinant APE1, TAMRA/BHQ-2 abasic DNA cleavage fluorescence. Potency, µM (doses to about 65.8 µM), for the others: at the top dose activity change, negative = inhibition, actives largely listed as inhibitors. 350,000 tested, 0.35% active. AID 2517;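 note: potency is the fitted concentration of half-maximal effect; plate controls were vehicle for no effect and reference inhibitor for full effect; nearly all actives have a fitted effect of over 55% in size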
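Quantitative HTS: incision of a TAMRA/BHQ-2 double-stranded substrate bearing a tetrahydrofuran abasic site by 0.75 nM APE1 raises fluorescence. Substrate 50 nM final, added after 15 min compound preincubation at room temperature; progress as third-minus-first kinetic read difference.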
BLM inh: Bloom syndrome helicase (human) inhibition; 350,000 tested, 0.2% active; recombinant BLM DNA unwinding, fluorescence dequenching; P54132; AID 2528; Potency, µM (doses to about 56.1 µM), for inactives: at the highest dose activity change, negative = inhibition, most hits filed as inhibitors;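 note: potency is the fitted concentration of half-maximal effect; plate controls were vehicle for no effect and no enzyme for full effect; nearly all actives have a fitted effect of over 35% in size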
POLI inh: blocks human DNA polymerase iota activity | Pol iota fluorescent replication assay, 10 min | Potency, µM (highest dose often 115 µM), for inactives: top-dose activity, negative = inhibition, most hits filed as inhibitors | 390,000 tested, 1% active; note: potency is the fitted concentration of half-maximal effect
Target sequence (Q9UNA4 whole entry, looked up): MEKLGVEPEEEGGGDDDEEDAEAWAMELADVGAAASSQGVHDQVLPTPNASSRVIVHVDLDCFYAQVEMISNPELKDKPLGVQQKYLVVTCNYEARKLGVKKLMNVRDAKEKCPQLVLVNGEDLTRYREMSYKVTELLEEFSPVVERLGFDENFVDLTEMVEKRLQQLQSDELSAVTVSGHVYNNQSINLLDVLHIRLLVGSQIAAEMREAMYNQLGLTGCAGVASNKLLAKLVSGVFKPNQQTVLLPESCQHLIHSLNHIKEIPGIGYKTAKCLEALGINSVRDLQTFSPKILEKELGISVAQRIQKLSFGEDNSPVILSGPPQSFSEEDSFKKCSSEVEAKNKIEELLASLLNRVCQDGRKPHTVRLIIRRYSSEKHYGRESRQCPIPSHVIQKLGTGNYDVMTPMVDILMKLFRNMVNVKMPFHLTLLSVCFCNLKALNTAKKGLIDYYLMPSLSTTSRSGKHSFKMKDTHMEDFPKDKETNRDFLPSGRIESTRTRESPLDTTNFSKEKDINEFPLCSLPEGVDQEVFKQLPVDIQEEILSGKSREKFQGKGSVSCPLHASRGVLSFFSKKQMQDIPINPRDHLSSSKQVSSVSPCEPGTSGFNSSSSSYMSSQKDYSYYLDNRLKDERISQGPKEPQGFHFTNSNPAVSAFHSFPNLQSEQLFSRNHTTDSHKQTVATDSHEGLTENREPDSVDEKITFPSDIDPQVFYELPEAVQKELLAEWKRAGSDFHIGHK
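Pol iota at 10 nM preincubated 15 min with compounds at room temperature; reaction started with fluorescent substrate, 50 nM final. Fluorescence read kinetically at 0 and 10 min; buffer-only wells as negative control.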
POLH inh: DNA polymerase eta (human) inhibition; recombinant Pol eta, fluorescent DNA replication assay; Potency, µM (titrated, usually from 114 µM), for inactives: top-dose activity change, negative = inhibition, most hits filed as inhibitors; Q9Y253; 390,000 tested, 1.2% active; note: potency is the fitted concentration of half-maximal effect; % is set by controls: 0 for no effect and ±100 for the full control effect
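Fluorescent replication assay: 50 nM final substrate added after a 15 min room-temperature compound preincubation with 10 nM enzyme. Signal taken at 0 min and again at 10 min.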
Tb PGK inh: blocks T. brucei phosphoglycerate kinase; P07378; PGK/GAPDH coupled, Kinase-Glo luminescence, 60 min; Potency, µM (titrated, usually from 57.5 µM), without a hit: at the top dose activity change, negative = inhibition, most hits filed as inhibitors; 380,000 tested, 0.043% active; AID 602233; note: potency is the fitted concentration of half-maximal effect; % is set by controls: 0 for no effect and ±100 for the full control effect; nearly all actives have a fitted effect of over 60% in size
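Recombinant glycosomal PGK reaction used 1,3-bisphosphoglycerate generated in-well by GAPDH (100nM final) in 100mM TEA pH 7.6, 5mM MgCl2, 0.01% Tween-20. After 60 minutes at room temperature, ATP was read by Kinase-Glo Plus luminescence end-point.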
Active calls of the source: *; i = inactive; ? = inconclusive; · = not tested or not shown; [ ] = remark or other dose. Unless noted, calls come from the whole dose curve; as a rule, active = well fitted curve in the direction sought with a large enough effect; inconclusive = small, poorly fitted or top-dose-only effect, or another doubt; inactive = no such curve, though single readings can be large; an effect the other way counts as inactive or inconclusive. The list is partial; count on the stated rates, not on these rows.

SMILES	Pol beta inh	RXFP1 antagonist	Pol kappa inh	Anesthetic bind	APEX1 inh	BLM inh	POLI inh	POLH inh	Tb PGK inh
Cc1cccc(-n2ncc3c(Nc4c(C)cc(C)cc4C)ncnc32)c1	4%	?	-7%[60.1 µM]	-11%	·	-8%	4%	-16%	i
COc1ccc(-c2noc(C)c2-c2ccc3ccccc3n2)c(O)c1	26%	-4	4%	-20%	-8%	-11%	-12%	?	-1%
O=C1c2ccccc2-c2onc3c(N4CCN(CCO)CC4)cc(N4CCN(C(=O)c5ccco5)CC4)c1c23	-1%	-32	-17%	-6%	3%	-20%	?	?	-14%
O=C(CC1SC(N2CCCC2)=NC1=O)Nc1ccc(C(=O)Nc2ccccc2)cc1 (stereo not given)	·	-22	-8%	·	2%	·	23%	-17%	2%
Fc1cccc(CN2CCN3CCCC3C2C2CCCCC2)c1 (stereo not given)	-5%	0	-15%	-13%	-1%	-1%	-5%	-16%	-4%
CCC(C)(C)NC(=O)CN(C(=O)CCC(=O)Nc1nccs1)c1ccc2c(c1)OCCO2	22%	0	-3%	-6%	37%	-3%	-6%	-1%	-6%
O=C(O)c1cccc(N/N=C/c2cccnc2)c1	4%	-14	-12%	0%	-6%	4%	132%[activator]	4%	-9%
CNC(=S)NCCc1ccc(OC)cc1	27%	10	1%	-3%	15%	-3%	70%[activator]	-18%	-9%
COc1ccccc1NC(=O)C1CCCN1C(=O)NC1CCCCC1 (stereo not given)	24%	14	6%	5%	45%[12.4 µM]	-2%	91%[activator]	-22%	-2%
CNS(=O)(=O)c1ccc(C(C)(C)C)cc1	25%	-6	4%	-16%	-5%	-10%	88%[activator]	-11%	0%
Cc1ccc2sc(N3CCN(C(=O)c4ccc([N+](=O)[O-])o4)CC3)nc2c1C	·	-8	2%	·	-4%	·	-6%	-14%	-6%
COc1ccc(OC)c(C(=O)CN2C(=O)N(c3cc(C)cc(C)c3)S(=O)(=O)c3ccccc32)c1	-15%	-1	-9%[60.1 µM]	18%	·	-3%	2%	-10%	i
CCCCNC(=O)Cn1c(=O)n(C)c2ccccc21	7%	·	0%	5%	-5%	1%	22%	-14%	6%
CCOC(=O)C1=C(C)Nc2sc(C(=O)c3ccc(Br)cc3)c(N)c2C1c1ccc(C(=O)OC)cc1 (stereo not given)	1%	-25	-2%	-3%	-2%	-10%	-8%	-16%	-1%
CNC(=O)CN(c1cc(C)ccc1OC)S(=O)(=O)c1ccc(C)cc1	-2%	-9	-13%	2%	-7%	-1%	4%	2%	-1%
COCCCNC(=O)C1CCN(c2nc3ccc(C)cc3[nH]2)CC1	5%	-10	-6%[60.1 µM]	-7%	·	-1%	18%	-7%	i
CCOc1ccc(NC(=O)COC(=O)c2cc(=O)c3ccccc3o2)cc1	·	-7	0%	·	-10%	·	30%	-9%	-9%
Cc1ccccc1NC(=O)CCC(=O)N1CC(C)Sc2ccccc21 (stereo not given)	15%	-11	4%	?	·	-5%	9%	-17%	-3%
COc1ccc(N(CC(=O)Nc2cccc(C)c2)S(=O)(=O)c2c(C)noc2C)cc1	-25%	1	0%	5%	-7%	-10%	36%[activator]	-13%	-5%
COC(=O)C1CCN(Cc2ccc(OCCCN3CCN(c4ccc([N+](=O)[O-])cc4)CC3)cc2)CC1	5%	-15	0%	-9%	15%	-10%	23%	-24%	i
O=C(NCc1ccccc1)NC(O)C(Cl)(Cl)Cl (stereo not given)	2%	2	-5%	-7%	2%	-5%	27%	0%	-3%
O=C(NCc1ccc(Cl)cc1)c1ccc(NC(=O)C2CCCO2)cc1 (stereo not given)	6%	9	-5%	-7%	58%[activator]	-2%	45%[activator]	-7%	-9%
O=C(C1CCCCN1S(=O)(=O)c1ccccc1)N1CCCCC1 (stereo not given)	-1%	-24	0%	-8%	?	4%	-6%	-8%	-12%
O=C(/C=C/c1cccs1)N1CCC2(CC1)Oc1ccc(F)cc1C(=O)C21CC(c2ccc(Cl)cc2)=NO1 (stereo not given)	-4%	·	15%	-6%	2%	-4%	16%	-10%	i
COc1ccc(CCNC(=O)c2cnc3sc(N4CCCCCC4)nn3c2=O)cc1	10%	-9	4%	-12%	·	-1%	17%	-4%	6%

(further entries)
SMILES	Pol beta inh	RXFP1 antagonist	Pol kappa inh	Anesthetic bind	APEX1 inh	BLM inh	POLI inh	POLH inh	Tb PGK inh
Cc1ccc(CSc2cc(C)[nH]c(=O)n2)cc1	0%	5	-32%	?	11%	-5%	?	?	-5%
COc1ccc(CC(=O)NCc2ccc3c(c2)CCN3C(=O)c2ccc(Cl)cc2)cc1	?	-9	-7%[60.1 µM]	0%	·	-4%	-3%	-22%	-3%
COCCCn1c(=O)c2sccc2n2c(CCCC(=O)N(C)Cc3ccco3)nnc12	6%	15	-5%	-11%	23%	2%	46%[activator]	-16%	-6%
CCCC/C(O)=N\S(=O)(=O)c1ccc(N=NN(C)C)cc1	13%	1	-6%	1%	14%	-12%	20%	2%	0%
COCCOC(=O)c1c(NC(=O)CSc2cccc[n+]2[O-])sc(C(N)=O)c1C	1%	-3	-6%	-7%	-1%	-4%	127%[activator]	-8%	0%
C[C@H](CO)N1C[C@H](C)[C@@H](CN(C)S(=O)(=O)c2ccccc2)Oc2c(NC(=O)C3CC3)cccc2C1=O	·	·	-5%	·	·	·	0%	-2%	-3%
CCOC(=O)/C=c1/s/c(=C/c2ccc3cc(OC)ccc3c2)c(=O)n1CC(=O)NCc1ccc2c(c1)OCO2	·	-79*	-8%	·	·	·	12%	-2%	1%
CC(C)C(C)NC(=O)COc1ccc(OCc2ccccc2)cc1 (stereo not given)	25%	-27	-3%	-15%	-6%	-4%	21%	-7%	-1%
O=C(Cn1ncc2c3ccccc3n(Cc3ccc(F)cc3)c2c1=O)NC1CCCCCC1	41%[activator]	-2	-9%	-10%	·	-4%	5%	-12%	13%
COc1ccc(S(=O)(=O)c2c(O)c3ccc(C(=O)Nc4ccc(F)cc4F)cc3[nH]c2=O)cc1	0%	-1	-10%	1%	19%	0%	-14%	-17%	-7%
Cc1ccc(C2=C(c3ccc([N+](=O)[O-])cc3)C(=O)OC2)cc1C	-1%	-5	-16%	-21%	-3%	-4%	62%[activator]	-10%	3%
CCOC(=O)N1CCN(Cc2nc(Cc3cccc(C(F)(F)F)c3)no2)CC1	-6%	7	-12%	-13%	6%	-4%	10%	-5%	3%
CC(=O)c1ccc(NC(=S)NC(C)c2ccc(Cl)cc2Cl)cc1 (stereo not given)	?	-39	-11%	-8%	-5%	-12%	152%[activator]	-15%	0%
O=c1cc(-c2ccc([N+](=O)[O-])cc2)nc2cc(-c3ccc(Cl)cc3)[nH]n12	30%	·	·	-10%	1%	-5%	·	·	·
CCS(=O)(=O)c1nc2ccccc2n1Cc1ccccn1	-2%	-8	-9%	-8%	-1%	-2%	117%[activator]	-10%	-5%
CC(C)Sc1nc2ccc(N3C(=O)C4CCCCC4C3=O)cc2s1 (stereo not given)	0%	-7	-11%	-2%	-1%	-1%	1%	-6%	-2%
CCSc1nnc(Cn2c(=O)sc3ccccc32)n1C	0%	-8	14%	8%	-1%	3%	41%[activator]	-20%	0%
CCCNC(=O)c1cnc(Sc2ncc(C(F)(F)F)cc2Cl)n1C	8%	-14	-3%	-5%	-1%	-2%	15%	0%	5%
O=C(CSc1ccc(-c2ccncc2)nn1)N1CCCC1	-13%	-8	7%	-1%	0%	-4%	-7%	-9%	-9%
O=C(COc1ccc(Cl)cc1)NCc1cn2cc(Cl)ccc2n1	3%	-8	5%	-6%	1%	-2%	88%[activator]	-15%	i
Cc1cccc(C)c1N(CC(=O)NCc1ccco1)C(=O)CNS(=O)(=O)c1ccc(F)cc1	16%	0	-2%	-8%	62%[activator]	-2%	1%	-29%	3%
N#C/C(=C\c1cccs1)C(=O)NCc1ccco1	15%	2	-11%	-15%	5%	6%	146%[activator]	-7%	-2%
COc1ccc(Cc2noc(CN(C)C3CC(C)(C)NC(C)(C)C3)n2)cc1OC	-13%	-8	-44%	-7%	4%	2%	140%[activator]	-13%	-8%
CCOc1ccc(-c2nonc2NC(=O)COc2ccccc2)cc1	-23%	2	-19%[60.1 µM]	-7%	·	2%	3%	-10%	16%
CCC(=O)N1c2ccc(S(=O)(=O)CCC(=O)Nc3ccc(Br)c(C)c3)cc2CC1C (stereo not given)	?	·	-10%	-20%	·	-1%	3%	-25%	-3%
CCCCNC(=S)NNC(=O)c1cc(C2CC2)nc2ccccc12	12%	-20	-1%	-8%	13%	-5%	15%	-11%	0%
CCN(CC)c1ccc(C2NCC(c3ccc([N+](=O)[O-])cc3)O2)cc1 (stereo not given)	0%	-14	5%	-12%	6%	-3%	11%	-6%	1%
CCc1cccc(C)c1NC(=O)c1cccc(N(C)C)c1	21%	-8	6%	?	-8%	-2%	-4%	-17%	-4%
O=C(c1ccc(Cl)cc1)c1c[nH]cc1-c1ccccc1	2%	-10	-8%	1%	6%	1%	17%	-12%	1%
O=C(Nc1ccc(S(=O)(=O)N2CCCCC2)cc1)C1CC(=O)N(c2ccccc2)C1 (stereo not given)	-10%	1	-5%	5%	26%	-3%	102%[activator]	-21%	-5%

Whole records, looked up by structure. Order of values: Pol beta inh, RXFP1 antagonist, Pol kappa inh, Anesthetic bind, APEX1 inh, BLM inh, POLI inh, POLH inh, Tb PGK inh
COc1ccc(Cc2noc(CN(C)C3CC(C)(C)NC(C)(C)C3)n2)cc1OC reads -13%, -8, -44%, -7%, 4%, 2%, 140%[activator], -13%, -8%
O=C(Cn1ncc2c3ccccc3n(Cc3ccc(F)cc3)c2c1=O)NC1CCCCCC1 reads 41%[activator], -2, -9%, -10%, ·, -4%, 5%, -12%, 13%
Cc1ccc(C2=C(c3ccc([N+](=O)[O-])cc3)C(=O)OC2)cc1C reads -1%, -5, -16%, -21%, -3%, -4%, 62%[activator], -10%, 3%
C[C@H](CO)N1C[C@H](C)[C@@H](CN(C)S(=O)(=O)c2ccccc2)Oc2c(NC(=O)C3CC3)cccc2C1=O reads ·, ·, -5%, ·, ·, ·, 0%, -2%, -3%
CC(C)Sc1nc2ccc(N3C(=O)C4CCCCC4C3=O)cc2s1 (stereo not given) reads 0%, -7, -11%, -2%, -1%, -1%, 1%, -6%, -2%
